12-LOX inh – ALOX12 (human) lipoxygenase inhibition | P18054 | purified 12hLO, xylenol orange hydroperoxide absorbance | Potency, µM (series often up to 108 µM), for inactives: top-dose activity change, negative = inhibition, most hits filed as inhibitors | 580,000 compounds, 1.1% hits | AID 1671190; active = well fitted inhibition curve with a large enough effect; inconclusive = small, poorly fitted or top-dose-only effect, or another doubt; inactive = no such curve, though single readings can be large or run the other way
Target sequence (P18054 whole entry, looked up): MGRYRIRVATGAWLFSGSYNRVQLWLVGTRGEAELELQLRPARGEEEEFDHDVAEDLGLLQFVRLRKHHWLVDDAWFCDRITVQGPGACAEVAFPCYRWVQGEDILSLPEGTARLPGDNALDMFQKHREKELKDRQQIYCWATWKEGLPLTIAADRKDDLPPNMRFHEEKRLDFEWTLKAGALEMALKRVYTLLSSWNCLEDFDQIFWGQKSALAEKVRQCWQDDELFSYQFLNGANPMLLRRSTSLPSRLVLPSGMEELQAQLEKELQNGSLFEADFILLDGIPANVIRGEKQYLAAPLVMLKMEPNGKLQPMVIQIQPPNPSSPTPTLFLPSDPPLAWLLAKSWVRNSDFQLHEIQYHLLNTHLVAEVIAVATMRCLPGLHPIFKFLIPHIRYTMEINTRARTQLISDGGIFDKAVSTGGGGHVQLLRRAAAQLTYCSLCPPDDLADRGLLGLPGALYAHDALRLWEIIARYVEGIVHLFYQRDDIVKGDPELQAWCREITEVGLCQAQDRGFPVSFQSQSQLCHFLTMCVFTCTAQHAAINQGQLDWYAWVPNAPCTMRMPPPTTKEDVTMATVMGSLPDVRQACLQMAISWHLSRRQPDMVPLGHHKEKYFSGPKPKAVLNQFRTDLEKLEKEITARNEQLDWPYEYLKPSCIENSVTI
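Purified human 12hLO at 150 nM in 25 mM Hepes, 0.01% Triton X-100, pH 7.0, preincubated 15 min at room temperature with compound. Reaction started with 40 uM arachidonic acid, 30 min at room temperature. Hydroperoxide measured by Fe-xylenol orange, 573/405 nm absorbance ratio.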
* = called active by the depositor; ? = inconclusive; [ ] = another dose, or the depositor's remark. % is scaled to controls: 0 for no effect and ±100 for the full control effect; potency is read from the fitted curve at half-maximal effect. Only part of the results is shown. The share of hits here may be higher or lower than overall.

SMILES | 12-LOX inh
CC(C)CNC(=O)N1CCCCCC1CN1CCOCC1 (stereo not drawn) | 17%
O=C(/C=C/c1cccc(Cl)c1)c1ccc(O)cc1 | ?
COCCNC(=O)c1ccc(-c2ccc(N3CCCCCC3)nc2)cc1 | 5%
Fc1ccc(-c2noc(/C=C/c3ccccc3)n2)cc1 | -27%
CCc1ccc(O)c(OC)c1 | 4%[176 µM]
CC1C2CC(C/C2=N/O)C1(C)C (stereo not drawn) | ?
O=C(Nc1ccc2c(c1)CCC2)c1cccc(Br)c1 | 0%
Cc1cc(C(=O)OC(C)C(=O)C23CC4CC(CC(C4)C2)C3)c(C)o1 (stereo not drawn) | -3%
O=C1OCC2(CCN(Cc3ccc(Cl)cc3)C2)N1Cc1ccccn1 (stereo not drawn) | ?
CC(=O)c1ccc(NCC(=O)N2N=C(c3ccc(C)o3)CC2c2cccs2)cc1 (stereo not drawn) | ?
CC(C)(CO)NCc1cccc2ccccc12 | -56%
Cc1cc2oc(C(=O)NCC(c3cccs3)N(C)C)cc(=O)c2cc1Cl (stereo not drawn) | ?
C[C@@H]1CN(C(=O)c2nc3sccn3c2CN(C)Cc2ccc3nonc3c2)C[C@H](C)O1 | 23%
CCc1nnc(NC(=O)c2cc(=O)c3cc(C)cc(C)c3o2)s1 | ?
Cc1ccccc1OC1(C)CCN(Cc2ccc(-c3ccccn3)cc2)C1 (stereo not drawn) | -1%
COC(=O)c1cc(C#N)c(N2CCCC(O)(CN(C)C)CC2)nc1C (stereo not drawn) | ?
CN1CCC(C(=O)N2Cc3ccccc3OC3(CCN(C(=O)N(C)C)CC3)C2)CC1 | ?
COc1ccc(C2(C(=O)N3CCC4(CC3)C(OC)C(=O)N4c3cccc(F)c3)CC2)cc1 (stereo not drawn) | 18%
O=C(OCC(=O)N1CCNC1=O)c1csc(NCc2ccccc2)n1 | ?
O=C1NC2(CCN(Cc3ccccc3C(F)(F)F)C2)COc2ccccc21 (stereo not drawn) | 57%[activator]
CCCNC(=O)C1(C)CCCN(C(=O)c2cc3ccccc3s2)C1 (stereo not drawn) | 7%
COc1cccc(CN(C)C(=O)C23CC4CC(C2)CC(c2ccccc2)(C4)C3)c1OC | 12%
Cc1c(B2OC(C)(C)C(C)(C)O2)cnn1C | 14%
COc1ccc(C(C)=O)cc1CN1C(=O)C(C)ON=C1c1cccc(C(F)(F)F)c1 (stereo not drawn) | 9%
S=C(Nc1ccc(Cl)c(Cl)c1)NC1CC1 | ?
CN(C)c1ccc(CNC(=O)C2(C)Cc3c(-c4cccc(C(N)=O)c4)ccnc3O2)cc1 (stereo not drawn) | -9%
O=C(c1ccc(Cl)cc1)N1CCOCC2(CN(Cc3ccccc3)C2)C1 | 8%[176 µM]
N#Cc1ccc(O[C@@H]2CCOC[C@H]2NC(=O)CCc2cccs2)cc1 | 3%
CCN(C1CCCCC1)S(=O)(=O)c1ccc(C(=O)Nc2ccc(Cl)c3ncsc23)cc1 | -5%
CCOC(=O)C1C(c2ccccc2F)NC(=O)NC1(O)C(F)(F)F (stereo not drawn) | -17%
CCC(=O)Nc1ccc(Cl)c(NC(=O)c2ccc3c(c2)OCO3)c1 | ?
Cc1nc(CN2CCN(c3nccc(-c4cccnc4)n3)CC2)cs1 | 53%[activator]
COc1ccc(OC)c(C(=O)OCc2nc3ccccc3o2)c1 | 19%
Cc1ccc(-c2cc(N3CCCN(C(=O)c4cccn4C)CC3)n[nH]2)cc1C | 50%[activator]
O=C(O)C1(c2cccc(Br)c2)CCCC1 | ?
CC(C)OCCCNc1nc2c([S+](=O)([O-])c3ccncc3)nnn2c2ccccc12 | 4%[6.33 µM]
Cc1ccsc1C(=O)N1CCC1(C)C(=O)NS(=O)(=O)c1ccccc1 (stereo not drawn) | ?
CN1C[C@@H](NC(=O)CC(C)(C)CC(=O)O)C[C@H]1c1nc(-c2ccccn2)no1 | 29%[176 µM]
Cc1ncc(-c2ccc(S(=O)(=O)Nc3cc(Cl)ccc3C)cc2)o1 | 5%
CCOc1ccc2c(c1)SC(CC(=O)Nc1ccc(OC)cc1)C(=O)N2 (stereo not drawn) | -1%
O=C(N[C@H]1CCN2C(=O)c3cc(-c4ccccc4)ccc3NC(=O)[C@H]12)c1cnccn1 | 4%[176 µM]
CS(=O)(=O)N1CCCN(CC2CCCCC2)CCNC(=O)CC1c1ccccc1 (stereo not drawn) | 40%[activator]
COC[C@@H]1CN(C(=O)c2cncc(C)c2)C[C@H]1C(N)=O | 34%
CC(C)Cn1c(=O)c2ccccc2n2c(SCC(=O)Nc3ccc(F)cc3F)nnc12 | -1%
COc1ccc(OC)c(NC(=O)Cn2cccc2-c2nc(-c3ccc4c(c3)OCO4)no2)c1 | 20%
CN(CC1CC1)C(=O)c1cc(-c2ccccc2Cl)nc2ccccc12 | 6%
O=S(=O)(c1ccc(SCc2c(F)cccc2Cl)nc1)N1CCCC1 | 6%
Clc1ccc(Cl)c(-c2ccc(CNCC3CCNCC3)o2)c1 | ?
CC(=O)c1c(C)nc2ccccc2c1-c1ccccc1 | 9%
CCOC(=O)C1=C[C@@H](C(C)(C)C)N(S(=O)(=O)c2ccc(C)cc2)[C@H]1c1ccc(Cl)c(Cl)c1 | ?
N#CCCN1CCN(C(C(=O)O)c2c(-c3ccccc3)[nH]c3ccccc23)CC1 (stereo not drawn) | -4%
CN(C)CC1(O)CCC2(CCN(C(=O)CCC3CCCC3)CC2)CC1 | 58%[activator]
C[C@H](O)[C@@H]1C(=O)N2CCc3c([nH]c4ccccc34)[C@@H]2C[C@@H]1N(C)C(=O)c1ccco1 | -6%
Cc1ccc(C(O)c2ncc(-c3ccc4ccccc4c3)[nH]2)c(C)c1 (stereo not drawn) | -8%
COc1ccc(-n2nc(C)c([C@@H]3C=C[C@@H](NS(=O)(=O)c4cccs4)C3)c2C)cc1 | 2%[176 µM]
CN1CCC(N[C@@H]2CO[C@H](CNC(=O)CC(C)(C)C)[C@H]2O)CC1 | -12%[176 µM]
CSc1nn(CCN(C)C)c2nc3sc4c(c3c(=O)n12)CCCC4 | -5%
Cc1cccc(N(C)C(=O)Cn2ccn3nc(-c4ccc(F)cc4)c(CO)c3c2=O)c1 | 53%[activator]
OC1(c2csc(CN3CCc4ccccc4C3)n2)CCNCC1 | 81%[activator][176 µM]
CCc1cccc(NC(=O)c2ccc3c(c2)N(C)C2CCCCN2C3=O)c1 (stereo not drawn) | 11%

Next entries:
SMILES | 12-LOX inh
CC(C)=NNC(=O)c1cccc(C(=O)NN=C(C)C)c1 | 62%[activator]
CN(Cc1cccnc1)Cc1nc(C2(O)CCN(C3CCC3)CC2)cs1 | 12%[176 µM]
Cc1ccc(S(=O)(=O)NC(=O)C2(C)CCN2C(=O)Cc2ccc(-c3ccccc3)cc2)nc1 (stereo not drawn) | 6%
CN(C)c1nc2cc3c(cc2cc1CN(CC1CCCO1)C(=O)c1cccc(F)c1)OCO3 (stereo not drawn) | -4%
CCCC(=O)Nc1nc2ccc(CCC(=O)N3CCN(c4ccccc4F)CC3)cc2s1 | 5%
C/C(CCc1ccc(O)cc1)=N\NC(N)=S | ?
Cc1cc(Cl)ccc1OCC(=O)OCC(=O)Nc1ccc(Cl)cn1 | ?
COc1ccc(OCCOC(=O)Cn2cnc3c2c(=O)n(C)c(=O)n3C)cc1 | 21%
CCOc1ccc(C(C)NC(=O)OC)cc1 (stereo not drawn) | ?
CCOC(=O)[C@]12CCCC=C1N(Cc1ccc3c(c1)OCO3)C(=O)[C@H](CC(=O)NCc1ccc(C)o1)C2 | ?
COc1ccccc1CNC(=O)C1(C)Cn2nc(-c3ccccc3)cc2C(=O)N1Cc1ccco1 (stereo not drawn) | 4%
Cc1ccc(OCc2nc(C#N)c(NCCCN3CCOCC3)o2)cc1 | ?
O=C(NCc1ccc(F)cc1)C1CCN(S(=O)(=O)/C=C/c2ccccc2)CC1 | -1%
CCS(=O)(=O)N(C1CC1)C1CCOC2(CCN(C(=O)c3cccc(C)c3)CC2)C1 (stereo not drawn) | 34%[activator]
O=C(CCC(=O)c1ccc2ccccc2c1)NC1CCCCCC1 | ?

A stretch from further up, for reference:
SMILES | 12-LOX inh
CC(C)=NNC(=O)c1cccc(C(=O)NN=C(C)C)c1 | 62%[activator]
CN(Cc1cccnc1)Cc1nc(C2(O)CCN(C3CCC3)CC2)cs1 | 12%[176 µM]
Cc1ccc(S(=O)(=O)NC(=O)C2(C)CCN2C(=O)Cc2ccc(-c3ccccc3)cc2)nc1 (stereo not drawn) | 6%
CN(C)c1nc2cc3c(cc2cc1CN(CC1CCCO1)C(=O)c1cccc(F)c1)OCO3 (stereo not drawn) | -4%
CCCC(=O)Nc1nc2ccc(CCC(=O)N3CCN(c4ccccc4F)CC3)cc2s1 | 5%
C/C(CCc1ccc(O)cc1)=N\NC(N)=S | ?
Cc1cc(Cl)ccc1OCC(=O)OCC(=O)Nc1ccc(Cl)cn1 | ?
COc1ccc(OCCOC(=O)Cn2cnc3c2c(=O)n(C)c(=O)n3C)cc1 | 21%
CCOc1ccc(C(C)NC(=O)OC)cc1 (stereo not drawn) | ?
CCOC(=O)[C@]12CCCC=C1N(Cc1ccc3c(c1)OCO3)C(=O)[C@H](CC(=O)NCc1ccc(C)o1)C2 | ?
COc1ccccc1CNC(=O)C1(C)Cn2nc(-c3ccccc3)cc2C(=O)N1Cc1ccco1 (stereo not drawn) | 4%
Cc1ccc(OCc2nc(C#N)c(NCCCN3CCOCC3)o2)cc1 | ?
O=C(NCc1ccc(F)cc1)C1CCN(S(=O)(=O)/C=C/c2ccccc2)CC1 | -1%
CCS(=O)(=O)N(C1CC1)C1CCOC2(CCN(C(=O)c3cccc(C)c3)CC2)C1 (stereo not drawn) | 34%[activator]
O=C(CCC(=O)c1ccc2ccccc2c1)NC1CCCCCC1 | ?

Going on with the list:
SMILES | 12-LOX inh
O=C(CN1C(=O)C(c2ccccc2)=NC12CCCCC2)NC1CCCCC1 | 7%
O=C(c1ccc2cc[nH]c2c1)N1CCC2(CC1)CC(O)CCO2 (stereo not drawn) | 26%
CN(C)[C@H]1CCN(C(=O)c2ccc(S(N)(=O)=O)cc2)C[C@H]1CCC(=O)O | ?
O=C(Nc1ccc(C(O)(C(F)(F)F)C(F)(F)F)cc1)c1ccc(F)cc1 | 19%
Cc1nc(N)ncc1CCC1OCCO1 | -13%
Clc1ccc(Oc2cccc(CN3CCN(C4CCNC4)CC3)c2)cc1 (stereo not drawn) | 47%
Nc1c(C(=O)Nc2ccccc2)sc2nc(N3CCOCC3)c3c(c12)CCCC3 | ?
O=C(Nc1cc(=O)[nH]c2nc(Cc3ccccc3)nn12)c1ccc(Cl)cc1Cl | ?
Clc1cccc(CNc2ccn3nc(-c4cccc(OCc5ccccc5)c4)cc3n2)c1 | -4%
O=C1COc2ccc(Oc3ccccc3)nc2CN1Cc1ccccc1 | 2%[176 µM]
Cc1n[nH]c(C)c1C(N)C(=O)NCc1cc(C(F)(F)F)ccc1F (stereo not drawn) | -1%
CN(C)S(=O)(=O)c1cccc(C(=O)OCc2nc3ccccc3o2)c1 | 14%
COc1ccc2nc3n(c(=O)c2c1)-c1ncccc1C(=O)NC3CC(C)C (stereo not drawn) | 5%
CN1C(=O)c2cccn2CC1CNC(=O)Cc1cccc(F)c1 (stereo not drawn) | 58%[activator]
O=C(Nc1ccccc1F)N1CC2CCC(C1)N2Cc1cccc(-c2cccs2)c1 | 12%[6.33 µM]
CC(C)N1C(=O)C2(CCN(C(=O)c3ccc(Cl)cc3)C2)c2ccccc21 (stereo not drawn) | -1%[6.33 µM]
O=C(O)CC1C(=O)NCCN1Cc1ccccc1Cl (stereo not drawn) | ?
Cc1oc2ccn(Cc3cccc(F)c3)c(=O)c2c1C(=O)NCc1cccnc1 | 22%
O=C(Nc1ccc(-c2nccs2)cc1)C1CCCN1C(=O)c1cccs1 (stereo not drawn) | -26%
CCONC(=O)C(NC(=O)c1ccc(Cl)cc1)C(C)CC (stereo not drawn) | 2%
CSc1nnc2c(n1)OC(c1cc3c(cc1Br)OCO3)N(C(C)=O)c1ccccc1-2 (stereo not drawn) | -15%
O=C1NCCCCCCN(C(=O)C2CCCC2)[C@H]2C[C@H](C(=O)N3CCN(c4ccccn4)CC3)C[C@@H]12 | 77%[activator]
Cc1cccc2nc(CNC(=O)c3cccc(C4CCNC4)c3)cn12 (stereo not drawn) | 46%[activator]
CCCN(C/C=C/c1ccccc1)C(=O)c1cccc(OCC(N)=O)c1 | 32%[activator]
O=C1CC(C(=O)Nc2ccc3c(c2)OCCO3)c2c(nc(N3CCc4ccccc4C3)[nH]c2=O)N1 (stereo not drawn) | ?
Cc1ccc(OCC(=O)NCc2cccnc2N2CCOCC2)cc1 | -5%
C=CCNC(=O)CN1CCN(c2nc(-c3ccccc3)nc3ccccc23)CC1 | 4%
Cc1cc(C)cc(N2CC(c3nc(-c4ccccn4)no3)CC2=O)c1 (stereo not drawn) | 32%
O=C(CC1C(=O)NCCN1Cc1ccc(-c2ccccc2)cc1)NCc1ccco1 (stereo not drawn) | ?
O=C(Nc1ccc(Cl)cc1)c1nc2ccccc2nc1N1CCCC1 | ?
COc1cccc(CC(=O)Nc2ccc3ncnc(N4CCCC4)c3c2)c1 | 26%
CC(C)(C)CC(=O)N1CC[C@@H](CC(=O)O)[C@@H](CCN2CCOCC2)C1 | 7%[176 µM]
Cc1cc(Cl)ccc1OCC(=O)N[C@@H]1CCOC[C@H]1OCC(=O)O | 21%
COc1ccc(C(=O)Nc2cccc3ncccc23)cc1 | ?
CCOc1ncccc1C(=O)N1C[C@H](OCC)[C@@H](O)C1 | 52%[activator]
CCCS(=O)(=O)NC(=O)C1(C)CCCN(C(=O)c2ccccc2C(F)(F)F)C1 (stereo not drawn) | ?
Cc1cc2nc(-c3cccc(Cl)c3)c(Cc3cccc(Cl)c3)n2c(C)c1Br | ?
CCc1nc2ccc(C(=O)NCCOc3ccc(OC)cc3)cn2c1N(C)C(=O)C1CCCCC1 | 0%

Screens: PubChem, National Center for Advancing Translational Sciences (NCATS)
